SENP7 inh: SENP7 protease inhibitors, primary screen, biochemical, luminescence, uHTS; Sentrin-specific protease 7 (Homo sapiens), Q9BQF6; recombinant SENP7, Z-RLRGG-aminoluciferin luminescence, 40 min; inhibition, % at 5 µM; actives 1.5% (n = 330,000);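 active = inhibition above about 50% at the single test dose, limit read from the data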;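 note: plate controls were DMSO with enzyme for no effect and no enzyme buffer wells for full effect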
APOBEC3G inh: APOBEC3G DNA deaminase inhibitors, primary screen, biochemical, fluorescence, single-stranded DNA substrate, uHTS; inhibition, % at 20 µM; recombinant A3G, ssDNA deamination FAM/TAMRA fluorescence; actives 0.28% (n = 330,000);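 active = inhibition of at least 40% at 20 µM, with no more than 30% in the related APOBEC3A deaminase screen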;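 note: plate controls were DMSO wells with A3G for no effect and wells lacking A3G enzyme for full effect; some compounds called inactive have numbers as strong as hits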
SENP6 inh: SENP6 protease inhibitors, primary screen, biochemical, luminescence, uHTS | inhibition, % at 10 µM | Recombinant SENP6 catalytic domain, aminoluciferin luminescence | Sentrin-specific protease 6 (Homo sapiens), Q9GZR1 | AID 2599, 2010 | actives 1.8% (n = 330,000);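 active = inhibition above about 50% at the single tested dose, limit read from the data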;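 note: plate controls were DMSO wells with enzyme for no effect and DMSO wells lacking enzyme for full effect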
SENP8 block-1: SENP8 protease inhibitors, primary screen, biochemical, luminescence | AID 2540, 2010 | purified SENP8, Z-RLRGG-aminoluciferin cleavage | inhibition, % at 10 µM | actives 1.2% (n = 330,000); in the data active = inhibition above about 50%
SENP8 block-2: human SENP8 protease inhibitors, primary screen, biochemical, fluorescence, Nedd8 protein substrate, uHTS; recombinant SENP8; inhibition, % at 20 µM; AID 602440, 2012; actives 0.64% (n = 360,000); Sentrin-specific protease 8 (Homo sapiens), Q96LD8; in the data active = inhibition mostly above about 40%, no sharp cut-off; inactive = mostly below about 27%
UBC13 polyUb: UBC13 polyubiquitin chain formation inhibitors, primary screen, biochemical, TR-FRET, uHTS | Ubiquitin-conjugating enzyme E2 N (Homo sapiens), P61088 | AID 485273, 2010 | actives 0.47% (n = 330,000) | inhibition, % at 20 µM; in the data active = inhibition above about 45%, passing the limit was not always enough
SENP1 FRET inh: human SENP1 catalytic domain inhibitors, primary screen, biochemical, FRET, uHTS; inhibition, % at 10 µM; recombinant SENP1 catalytic domain, CyPet-SUMO1-YPet FRET cleavage; actives 0.21% (n = 360,000); AID 624204, 2012;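 active = inhibition at least 30% at 10 µM, raw YFP signal under a set limit, fluorescence ratio 0.5 to 1.5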;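 note: 0% = enzyme with DMSO and 100% = no enzyme wells; some results filed as inactive read as strong as hits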
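Assay system: hSENP1 catalytic domain, recombinant. Amount: SENP1 enzyme, 20 pM final. Schedule: 50 min reaction, RT, dark. Technique: FRET, CFP and YFP emission. Control set: no-enzyme wells low, DMSO-plus-enzyme wells high control.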
Apaf-1 inh: inhibitors of human Apaf-1 apoptosome, primary screen, biochemical, DEVD-Rh110 fluorescence, uHTS; AID 489030, 2010; actives 0.71% (n = 330,000); inhibition, % at 20 µM; Apoptotic protease-activating factor 1 (Homo sapiens), O14727; reconstituted apoptosome caspase-3 activity; active = inhibition of at least 40% at 20 µM;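 note: plate controls were DMSO wells for no effect and DEVD-CHO caspase inhibitor wells for full effect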
Target sequence (O14727 whole entry, looked up): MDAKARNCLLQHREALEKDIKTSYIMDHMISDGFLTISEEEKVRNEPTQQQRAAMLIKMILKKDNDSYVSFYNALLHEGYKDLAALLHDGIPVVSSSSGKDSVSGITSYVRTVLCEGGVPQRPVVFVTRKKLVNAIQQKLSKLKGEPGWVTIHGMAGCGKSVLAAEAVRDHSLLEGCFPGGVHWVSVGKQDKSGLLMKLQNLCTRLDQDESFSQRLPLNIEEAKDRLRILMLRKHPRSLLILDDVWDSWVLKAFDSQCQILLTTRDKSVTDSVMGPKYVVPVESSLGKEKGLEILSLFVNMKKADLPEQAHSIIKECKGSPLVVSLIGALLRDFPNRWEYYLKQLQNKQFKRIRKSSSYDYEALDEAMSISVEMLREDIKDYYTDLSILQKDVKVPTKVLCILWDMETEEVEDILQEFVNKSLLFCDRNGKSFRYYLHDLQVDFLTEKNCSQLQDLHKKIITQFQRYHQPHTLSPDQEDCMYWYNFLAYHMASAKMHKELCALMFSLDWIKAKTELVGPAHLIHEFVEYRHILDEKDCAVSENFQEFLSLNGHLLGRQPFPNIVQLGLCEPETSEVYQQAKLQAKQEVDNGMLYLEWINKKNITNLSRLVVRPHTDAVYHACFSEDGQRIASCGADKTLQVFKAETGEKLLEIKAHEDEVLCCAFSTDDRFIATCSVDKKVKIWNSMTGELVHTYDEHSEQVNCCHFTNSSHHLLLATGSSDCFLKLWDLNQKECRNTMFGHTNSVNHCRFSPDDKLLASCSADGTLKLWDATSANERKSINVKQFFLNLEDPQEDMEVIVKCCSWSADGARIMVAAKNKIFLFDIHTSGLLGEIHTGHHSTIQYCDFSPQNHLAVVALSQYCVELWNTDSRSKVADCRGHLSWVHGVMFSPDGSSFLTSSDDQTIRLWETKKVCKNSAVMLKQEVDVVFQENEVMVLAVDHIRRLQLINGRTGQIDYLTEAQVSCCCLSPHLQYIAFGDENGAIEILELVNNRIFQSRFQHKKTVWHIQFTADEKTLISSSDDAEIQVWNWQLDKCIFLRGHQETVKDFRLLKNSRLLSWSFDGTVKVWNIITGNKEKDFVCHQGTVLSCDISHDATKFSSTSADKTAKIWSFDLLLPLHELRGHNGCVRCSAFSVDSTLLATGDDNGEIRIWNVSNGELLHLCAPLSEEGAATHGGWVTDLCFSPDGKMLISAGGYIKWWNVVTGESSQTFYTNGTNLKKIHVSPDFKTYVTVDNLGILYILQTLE
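Material: reconstituted apoptosome with Apaf-1, cytochrome c, caspase-9, procaspase-3, dATP. Technique: Rh110 fluorescence intensity. Buffer or medium: pH 7.5 Hepes buffer with CHAPS, BSA, DTT. Times: 30 min plus 50 min, RT.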
Starred values were filed as active, the others as inactive; x = not tested or not shown; & = joins results of further samples.

SMILES	SENP7 inh	APOBEC3G inh	SENP6 inh	SENP8 block-1	SENP8 block-2	UBC13 polyUb	SENP1 FRET inh	Apaf-1 inh
COc1ccccc1CNC(=O)Cn1cc([N+](=O)[O-])ccc1=O	-16.1	-7.3	-7.8	-5.3	4.5	4.1	-0.4	-13.9
O=C(CSC1=NS(=O)(=O)c2cc(F)ccc2N1)Nc1cccc(F)c1	2.5	-2.8	-3.4	7.5	6.2	2.2	2.1	-1.6
Cc1cc(C(=O)Cn2cnc3cc([N+](=O)[O-])ccc3c2=O)c(C)n1CC1CCCO1 (stereo unspecified)	1.7	-0.6	-13.2	-3.3	0.8	-13.6	-7.9	8.2
CCc1sc(C(=O)Nc2ccsc2C(=O)OC)cc1Br	-8.7	-6.8	2.6	-5.2	-46.1	22.8	0.0	-2.6
CCOc1ccc(Nc2ccc3nonc3c2[N+](=O)[O-])cc1	-9.4	-6.5	-6.6	1.9	24.2	-63.5	2.0	11.6
O=C(O)c1cccc(N2CCCCS2(=O)=O)c1	7.4	-6.0	-8.5	2.4	25.4	1.4	0.8	-3.7
CCCCCCCCN1[C@@H](CC(=O)O)c2cc(F)ccc2S1(=O)=O	-2.2	-8.1	-8.5	5.6	15.5	-1.2	3.1	-3.8
O=C(COC(=O)c1cccnc1)c1ccc(Cl)cc1	9.8	-2.8	1.1	-13.5	13.7	11.0	-3.7	-23.5
COc1ccccc1OCc1cc(C(=O)NCCN2CCCC(O)C2)no1 (stereo unspecified)	-4.5	-2.3	-6.3	0.9	-1.3	2.3	-4.4	3.9
CC(=O)Nc1ccc(NC(=O)C(=O)c2cn(CC(=O)N3CCCCC3)c3ccccc23)cc1	4.0	-5.5	8.1	-7.7	9.6	15.0	1.1	-6.6
CC(CCC(=O)O)C1CC[C@H]2C3CCC4CC(=O)CCC4(C)[C@H]3CC(=O)C12C (stereo partly specified)	1.4	2.5	-25.5	-5.9	22.3	-4.2	1.6	2.2
Cc1ccc(Nc2ncc3c(n2)CC(C)CC3=O)c(C)c1 (stereo unspecified)	-3.6	-3.6	9.6	2.9	-32.4	1.7	-0.5	-8.5
COc1cc(C(C[N+](=O)[O-])c2c(C)[nH]c3ccccc23)cc(OC)c1OC (stereo unspecified)	8.5	-1.2	9.3	7.0	5.6	-14.1	-2.6	29.8
S=C(NCCc1ccccn1)Nc1ccc(Cl)c(Cl)c1	-0.7	-3.2	-13.3	-9.9	11.6	1.5	4.8	10.1
CC(=O)c1ccccc1NC(=O)c1ccc(N2CCCC2=O)cc1	-6.5	-2.9	-3.0	2.3	-172.1	-0.9	0.6	11.3
CCn1nccc1C(=O)Nc1ccc(Cl)c(Cl)c1	63.8*	0.5	76.6*	48.8	22.9	7.4	1.4	10.9
CCOc1cc(/C=C2\C(=N)N3N=C(S(=O)(=O)CC)SC3=NC2=O)ccc1OC(=O)c1ccco1	5.7	-2.4	-8.0	6.3	-10.4	-24.5	-35.9	1.5
CCOC(=O)C1=C(C)NC(=S)NC1c1ccc(OCC(=O)N2CCCCC2)cc1 (stereo unspecified)	3.8	-8.4	8.3	2.5	2.0	5.1	0.3	-3.3
Oc1ccc(C2=NNC(=NCc3ccc4c(c3)OCO4)SC2)c(O)c1	3.2	-11.9	-19.3	-10.8	-13.7	45.4*	-13.7	-9.1
Cc1cc(NS(=O)(=O)c2ccc(NC(=O)N[C@H](C(=O)O)C(C)C)cc2)no1	5.0	-0.7	1.2	2.0	8.8	-8.3	0.2	-9.5
Cn1c2c(c(=O)n(C)c1=O)CN(Cc1ccc(F)cc1)CN2	7.0	-1.9	16.2	0.7	3.4	6.8	1.5	7.2
Cc1cc(NS(=O)(=O)c2ccc(NC(=O)c3ccco3)cc2)nc(C)n1	3.7	1.1	-5.0	2.5	16.0	-0.1	-1.0	-1.5
O=C(CSc1nnc(CNC(=O)c2ccco2)o1)Nc1cccc(Cl)c1	3.0	-5.0	-8.8	-0.4	7.8	12.5	-2.0	-4.4
O=C(CN1CCN(c2cccc(C(F)(F)F)c2)CC1)N(C1CC1)C1CCS(=O)(=O)C1 (stereo unspecified)	6.2	-3.7	-5.2	-9.5	15.0	-3.8	3.4	-0.9
Cc1nn(CC(=O)NC2CCS(=O)(=O)C2)c(C)c1S(=O)(=O)N(C)C (stereo unspecified)	6.5	-2.6	6.1	2.6	3.5	8.1	-3.0	-8.7
Cc1ccccc1NC(=O)CSc1nc2ccc(Nc3nc(N4CCOCC4)nc(N4CCOCC4)n3)cc2s1	-14.9	-5.6	-2.6	2.6	-33.9	-18.3	-3.9	18.5
Cc1nc(SC2C=CS(=O)(=O)C2)n[nH]1 (stereo unspecified)	5.6	-3.7	2.6	2.5	17.2	5.9	1.3	-9.2
CN1C(=O)CSC1=Nc1ccc(Br)cc1	8.4	-4.0	-0.5	-5.4	14.9	1.3	-0.7	-0.4
COC(=O)c1cnn(-c2cc(Oc3ccccc3)ncn2)c1N	-16.1	1.0	-12.3	-9.1	20.8	-6.9	3.6	4.5
CC(C)OC(=O)c1cccc(NC(=O)c2ccccc2)c1	-5.8	-3.9	5.6	-18.7	-1.4	3.8	-0.2	10.7

Fetched by structure from the list above, 4 records:
SMILES	SENP7 inh	APOBEC3G inh	SENP6 inh	SENP8 block-1	SENP8 block-2	UBC13 polyUb	SENP1 FRET inh	Apaf-1 inh
CN1C(=O)CSC1=Nc1ccc(Br)cc1	8.4	-4.0	-0.5	-5.4	14.9	1.3	-0.7	-0.4
O=C(CSc1nnc(CNC(=O)c2ccco2)o1)Nc1cccc(Cl)c1	3.0	-5.0	-8.8	-0.4	7.8	12.5	-2.0	-4.4
Cc1ccccc1NC(=O)CSc1nc2ccc(Nc3nc(N4CCOCC4)nc(N4CCOCC4)n3)cc2s1	-14.9	-5.6	-2.6	2.6	-33.9	-18.3	-3.9	18.5
COC(=O)c1cnn(-c2cc(Oc3ccccc3)ncn2)c1N	-16.1	1.0	-12.3	-9.1	20.8	-6.9	3.6	4.5

(listing goes on)
SMILES	SENP7 inh	APOBEC3G inh	SENP6 inh	SENP8 block-1	SENP8 block-2	UBC13 polyUb	SENP1 FRET inh	Apaf-1 inh
C=CCn1c(O)c2ccc(C(=O)N=NC(=O)COc3ccc(OC)cc3)cc2c1O	7.2	-7.0	3.4	1.0	12.1	1.9	0.7	3.3
COc1cc2c(cc1OC)CN(C(=O)/C=C/c1ccccc1[N+](=O)[O-])CC2	0.5	-6.7	-19.3	-6.3	8.0	0.3	0.0	-0.7
COc1ccccc1OCc1cc(C(=O)N(C)CCC2CCCCO2)no1 (stereo unspecified)	7.0	5.3	19.9	-0.7	10.0	2.5	1.9	12.8
Cc1cccc(N2CCC(N3CCN(C4CCCCC4)C(CCO)C3)CC2)c1C (stereo unspecified)	-8.2	-3.7	-11.1	-1.8	8.6	7.9	2.9	1.0
O=C(OCCN1CCOCC1)c1cccnc1	3.0&1.7	-7.2&-8.6	1.3&-39.0	-3.9&0.7	5.3&3.9	16.6&0.8	2.9&-0.2	-16.2&-6.0
COc1cccc(CNC(=O)C2CCCN(c3nc4ccccc4o3)C2)c1 (stereo unspecified)	3.5	1.4	8.4	3.0	10.9	12.0	0.7	1.5
O=C(Nc1ccc(F)c(F)c1)c1ccc(F)c(S(=O)(=O)N2CCOCC2)c1	-3.7	-3.1	-1.0	-4.6	x	8.1	x	-9.9
COc1ccc(CCN2C(=O)c3cccc4c(C(=O)N5CCCCC5)ccc(c34)C2=O)cc1OC	-2.7	-6.4	-12.5	0.5	26.3	5.5	0.3	4.3
CN(CCOc1ccccc1)CC(=O)Nc1ccc(S(=O)(=O)N2CCCC2)cc1	6.1	0.4	7.9	2.2	10.8	-4.4	0.4	-5.4
CC(=NC1CCN(Cc2ccccc2)CC1)c1c(O)[nH]c(=O)[nH]c1=O	3.3	-2.0	6.7	-1.1	8.9	10.1	-3.0	-1.9
O=C(Nc1ccccc1Cl)C1CCCN(c2ncnc3c2nc2n3CCCCC2)C1 (stereo unspecified)	-3.2	-6.8	-0.1	12.9	5.0	13.5	1.6	9.4
Cc1ccc2c(C)nc(SC(C(=O)c3ccccc3)c3ccccc3)nc2c1 (stereo unspecified)	7.7	-4.6	-0.5	-4.3	13.6	2.2	-3.2	16.8
CCCS(=O)(=O)c1snnc1C	1.8	3.0	12.7	10.1	21.5	4.3	-0.8	-4.0
CSc1sccc1/C=N/O	-6.5	-3.4	-21.5	-7.4	11.3	3.9	2.0	-1.9
Cc1ccc(C(=O)NC(=S)NNC(=O)c2ccccc2O)cc1	2.6	-3.0	29.9	1.9	17.4	6.6	0.7	-2.3
O=C(NCCOC(=O)C1COc2ccccc2O1)c1cccnc1 (stereo unspecified)	12.8	-4.2	2.8	-4.1	17.0	-9.7	0.8	-11.6
CCOc1ccccc1NC(=O)CSc1nnc2ccc(-c3cccnc3)nn12	-3.8	-2.5	-0.4	-10.2	5.4	-9.7	-0.1	12.4
Cc1ccc(S(=O)(=O)N2CC(=NO)C2)cc1	-8.5	-7.6	-6.7	-5.4	1.2	-8.8	1.4	0.7
COc1ccc(OC)c(-c2nnc3n2N=C(c2ccc(OC)c(OCC4CC4)c2)CS3)c1	-3.1	-8.2	8.4	9.7	8.0	29.6	-0.4	28.7
O=C(COc1ccc(Cl)cc1Cl)N/N=C/c1ccc[nH]1	18.1	-0.7	-2.3	-7.6	5.6	-11.5	0.1	7.2
Cc1ccccc1C1CCCN(Cc2nc(C3CC3)no2)C1 (stereo unspecified)	4.5	-2.8	-2.3	6.6	8.4	9.3	1.3	-4.5
Cc1nc(C)n(CC(=O)N2CCCC(C(=O)c3cccc4ccccc34)C2)n1 (stereo unspecified)	4.9	-4.9	3.8	-4.3	7.4	-2.1	-3.0	6.6
Cn1nc(C(=O)OCc2ccc(Br)cc2F)c2ccccc2c1=O	-2.8	-7.7	-3.7	-1.2	-30.4	15.7	0.5	4.8
CCOc1ccc(C2c3[nH]c4ccccc4c3C[C@H]3C(=O)N(C4CCN(Cc5ccccc5)CC4)CC(=O)N23)cc1OC (stereo partly specified)	-6.5	1.2	-8.8	2.9	2.2	3.9	-18.0	25.1
CCCNc1ccc(S(=O)(=O)N(CC)CC)cn1	-5.0	-7.3	-22.0	-11.0	0.8	-10.5	2.5	3.0
COc1ccc(CC(NC(C)=O)C(=O)NC2CCN(C(=O)c3ccc(Cl)cc3)CC2)cc1 (stereo unspecified)	-2.7	-7.4	-3.0	-1.8	6.7	6.9	2.1	2.2
O=C1N[C@@H](Cc2ccccc2)C(=O)N2[C@H]3Nc4ccccc4[C@@]3([C@]34C[C@H]5C(=O)N[C@@H](Cc6ccccc6)C(=O)N5[C@H]3Nc3ccccc34)C[C@@H]12	-2.7	-6.5	-9.6	4.5	x	-8.6	x	6.5
O=C1CC(N2CCN(Cc3ccc4c(c3)OCO4)CC2)C(=O)N1c1cccc(Cl)c1 (stereo unspecified)	0.3	-6.1	1.2	2.6	13.1	1.5	2.3	-22.5
CCCCCCNC(=O)c1ncn[nH]1	15.3	-5.0	-11.4	-6.0	9.5	-2.1	-0.1	-14.1
COc1ccc(NC(=S)NC(C)Cc2cccs2)cc1 (stereo unspecified)	3.3	0.9	10.1	5.4	11.2	5.5	-0.4	1.6
NC(=O)c1ccc(NC(=O)COC(=O)c2ccc(Br)o2)cc1	8.8	-3.1	-3.2	6.6	7.3	-1.8	2.2	-8.6

High-throughput results: PubChem, Sanford-Burnham Center for Chemical Genomics
